Screening data deposited in PubChem by several laboratories.
CaV13 ICDI inh: Disruptors of the CACNA1D IQ motif to Ca2+-dependent inactivation inhibitor domain association, primary screening, Förster resonance energy transfer in intact living …; HEK cells, CFP/YFP FRET ICDI-IQ, plate reader, 10 min; percent FRET-ratio fall versus neutral wells; inhibition, % at 12.3 µM; 0.098% of 340,000 active;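 active = mean replicate inhibition of at least 30% and at least 1% of replicates passing that level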;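 note: 0% = median of the neutral control wells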
Vif inh: HIV Vif self-association inhibitors, primary screen, imaging, HEK293T, single point; 0.35% of 340,000 active; inhibition, % at 7.49 µM; HEK293T cells, Vif self-association by quenched fluorescence, 24 h; in the data active = inhibition above about 50%, passing the limit was not always enough; note: some results filed as inactive read as strong as hits
iPSC survival up: enhancers of single-cell hiPSC survival, primary screen, ATPlite luminescence; 100% = ROCK inhibitor wells, 0% = DMSO; survival enhancement, % at 20 µM; 0.044% of 360,000 active; AID 602274, 2012; in the data active = survival enhancement above about 18%;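 note: cells exposed to compounds for 16 hours before the ATP read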
aDG glyco up: activators of alpha-DG glycosylation, primary screen, uHTS, Pro5-aDG cells, AlphaScreen. activation, % at 10 µM. 0.22% of 360,000 active. alpha-DG glycosylation AlphaScreen (IIH6); 0% Pro5, 100% B10-LARGE cell signal;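 active = activation of at least 8% versus controls, or a plate z-score of at least 8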;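 note: Pro5 are CHO cells carrying HIG-tagged alpha-DG that lacks glycosylation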
NR2E3 ag-1: NR2E3 agonists in two-hybrid cells, primary screen, cell-based, luminescence, CHO-S, Gal4-NCOR/VP16-NR2E3 | AID 602229, 2012 | 0.35% of 360,000 active | luciferase | inhibition of corepressor binding, % at 3.98 µM | Photoreceptor-specific nuclear receptor (Homo sapiens), Q9Y5X4;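 active = inhibition above the mean of all tested compounds plus 3 SD, cut at about 70% in these data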;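 note: 0% = DMSO with NR2E3 transfected cells and 100% = cells lacking NR2E3 construct; higher means lower luciferase signal from less NR2E3 corepressor binding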
Target sequence (Q9Y5X4 whole entry, looked up, the tested form may be a part): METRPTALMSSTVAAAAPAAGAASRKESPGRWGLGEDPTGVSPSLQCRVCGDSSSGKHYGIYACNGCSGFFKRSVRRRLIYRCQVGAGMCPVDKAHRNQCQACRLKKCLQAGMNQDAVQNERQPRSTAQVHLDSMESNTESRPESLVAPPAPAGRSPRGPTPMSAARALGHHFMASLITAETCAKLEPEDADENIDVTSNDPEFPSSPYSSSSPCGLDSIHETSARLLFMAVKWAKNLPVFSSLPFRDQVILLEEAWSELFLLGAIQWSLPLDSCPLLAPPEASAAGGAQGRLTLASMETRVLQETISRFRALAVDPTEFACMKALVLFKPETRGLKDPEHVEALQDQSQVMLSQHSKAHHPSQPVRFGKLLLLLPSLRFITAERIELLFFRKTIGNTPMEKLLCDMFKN
Granule exo inh: LAMP-1 surface exposure blockers, TALL-104 cells – cell-based, flow cytometry, MLPCN library, primary screen; 0.66% of 360,000 active; inhibition, % at 10 µM; TALL-104 LAMP-1 surface exposure; cells stimulated with thapsigargin and PMA;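 active = inhibition above about 55%, limit read from the data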
PDI turbidity: inhibitors of human PDI, primary screen, biochemical, turbidity, single point, plate reader; Protein disulfide-isomerase (Homo sapiens), P07237; inhibition, % at 10 µM; PDI insulin aggregation turbidity, A650, 90 min; 0.052% of 350,000 active;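 active = mean inhibition across replicates of 30% or more, whatever share of single replicates reach that level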;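 note: absorbance from insulin aggregation driven by PDI reduction with DTT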
Target sequence (P07237 whole entry, looked up): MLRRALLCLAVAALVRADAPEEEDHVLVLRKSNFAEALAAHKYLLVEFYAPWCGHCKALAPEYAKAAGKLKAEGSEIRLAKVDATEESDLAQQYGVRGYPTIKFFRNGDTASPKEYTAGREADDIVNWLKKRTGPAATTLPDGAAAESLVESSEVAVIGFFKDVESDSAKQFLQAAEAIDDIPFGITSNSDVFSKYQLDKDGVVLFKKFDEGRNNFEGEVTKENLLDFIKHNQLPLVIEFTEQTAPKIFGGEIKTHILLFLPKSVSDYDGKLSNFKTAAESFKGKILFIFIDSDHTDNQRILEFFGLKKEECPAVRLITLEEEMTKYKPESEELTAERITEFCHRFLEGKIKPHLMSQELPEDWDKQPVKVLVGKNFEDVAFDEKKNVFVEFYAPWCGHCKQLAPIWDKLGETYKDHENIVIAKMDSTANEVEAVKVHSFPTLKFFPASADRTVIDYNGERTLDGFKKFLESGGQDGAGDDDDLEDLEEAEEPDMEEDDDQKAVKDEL
NR2E3 ag-2: inhibitors of NR2E3-RetCOR corepressor binding, primary screen, NR2E3 agonist project, biochemical, TR-FRET, GST-NR2E3, biotin-RetCOR. Photoreceptor-specific nuclear receptor (Homo sapiens), Q9Y5X4. 1536-well. inhibition of corepressor binding, % at 4.78 µM. 0.12% of 320,000 active. AID 2300, 2010;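 active = percent inhibition above the cutoff of mean plus 3 SD of all tested compounds, set per screening campaign, cut at about 20% in these data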;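 note: 0% = DMSO wells and 100% = biotin wells as full block of FRET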
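Material: NR2E3–RetCOR corepressor complex | Quantity: 1.35 nM GST-tagged NR2E3 final | Schedule: 5 h at 4 °C | Replication: Singlicate compound wells | Reagent: RetCOR corepressor, biotinylated, 7 nM | Controls: Biotin wells as high control, 0.6% DMSO wells as low control | Signal: TR-FRET, Eu(K)-anti-GST donor, streptavidin-D2 acceptor, ex 340, em 617/671 nm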
HIF-2a inh: HIF-2a reporter inhibitors, primary screen, luminescence, 786-0 RCC cells | 786-0 RCC cells HIF-2a reporter, luciferase luminescence, overnight | inhibition, % at 18.8 µM | 0.72% of 360,000 active | AID 624352, 2012;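 active = inhibition of the luminescence signal of 40% or more relative to plate controls, in a single-dose primary screen at 18.75 µM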
Peg3 promoter: Peg3 promoter-driven luciferase inhibitors, primary screen, cell-based, HeLa, luciferase luminescence; HeLa PEG-Prom luciferase reporter, overnight; inhibition, % at 20 µM; 1.7% of 360,000 active;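 active = inhibition of at least 50% at 20 µM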
MITF TRPM1 inh: inhibitors of MITF-dependent TRPM1 promoter reporter, primary screen, cell-based, SK-MEL-5, single point, luciferase; SK-MEL-5 TRPM1 promoter luciferase, 24 h; inhibition, % at 12.5 µM; 0.83% of 330,000 active;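 active = mean inhibition across replicates of 60% or more, whatever share of single replicates reaches that level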; note: values of inactives mirror those of a sister screen read the other way
An asterisk follows results filed as active; . = not tested or not shown.

SMILES | CaV13 ICDI inh | Vif inh | iPSC survival up | aDG glyco up | NR2E3 ag-1 | Granule exo inh | PDI turbidity | NR2E3 ag-2 | HIF-2a inh | Peg3 promoter | MITF TRPM1 inh
O=[N+]([O-])c1ccc2oc(/C=C/c3ccc(O)cc3)nc2c1 | -5 | 19 | -0.9 | 0.3 | -108 | 0 | 5 | . | -330 | -294 | .
Cc1sc2ncnc(SCC(=O)Nc3cccc(S(N)(=O)=O)c3)c2c1C | -10 | -2 | -3.1 | 0.1 | -34 | 1 | 0 | . | 12 | 36 | -5
Fc1ccccc1N1CCN(c2nc(-c3cccs3)nc3ccccc23)CC1 | -6 | -9 | -0.3 | 0.1 | -21 | -10 | 0 | -1 | -33 | 8 | 6
CC1(OC(=O)C2CCCC2)C(=O)C=C2C=C(c3ccsc3)N(CC3CC3)C=C2C1=O (stereo unspecified) | -11 | . | 3.4 | 0.1 | 4 | 3 | -3 | 1 | 14 | -7 | -4
CCOCC(=O)Nc1cc(C(=O)NCCc2ccccc2)ccc1Cl | 2 | -40 | -0.7 | -0.1 | -56 | 0 | -2 | 3 | -105 | -182 | -49
CC(C)C(=O)Nc1cccc(COc2ccc(CN(Cc3ccccc3)C(=O)OC(C)(C)C)cc2)c1 | -5 | -4 | 3.9 | 0.0 | -7 | 0 | 4 | . | 1 | -9 | 19
COC(=O)[C@]1(Cc2ccccc2)N[C@H](CN(C)S(=O)(=O)c2ccc(C(F)(F)F)cc2)[C@@H]2C(=O)N(Cc3ccccc3)C(=O)[C@@H]21 | -4 | . | -1.6 | -0.1 | 3 | 14 | 3 | . | 18 | 12 | 0
COCCNC(=O)C1(C)Oc2ccccc2NC1=O (stereo unspecified) | -5 | . | 0.4 | 0.1 | -12 | 2 | 1 | 3 | 12 | -1 | 3
COc1ccc(N2CCN(C(=O)CNC(=O)c3ccc4ccccc4c3)CC2)cc1 | -20 | -1 | -0.3 | -0.1 | 17 | 3 | -4 | 2 | 14 | 11 | 11
Cc1ccc(N2C(=O)c3ccc(C(=O)N4CCN(c5cccc(C)c5C)CC4)cc3C2=O)cc1 | -5 | 37 | 3.2 | -0.2 | 0 | -4 | -7 | 4 | 18 | 6 | 0
CC(C)CNC(=O)C1CCCN1S(=O)(=O)c1ccc(Cl)cc1 (stereo unspecified) | . | 3 | 3.2 | 0.1 | 14 | -2 | 16 | 5 | 13 | -21 | 4
CC(C)(C)c1ccc(C(=O)NCC(=O)N/N=C/c2cccnc2)cc1 | -4 | -6 | -0.3 | 0.0 | -16 | -32 | -5 | 0 | -11 | -23 | 1
CC(C)CCNC(=S)Nc1ccc(F)cc1 | -4 | 9 | -0.7 | -0.2 | 4 | 3 | -6 | -3 | 7 | 0 | 8
COc1ccc2nc(SCC(=O)NCCc3ccccc3)[nH]c2c1 | -5 | -5 | 0.2 | 0.2 | -15 | -2 | 6 | 2 | -9 | 26 | -6
NC(=O)NC(=O)CN1C(=O)NC2(CCOc3ccccc32)C1=O (stereo unspecified) | -4 | -1 | -0.5 | 0.0 | -38 | -5 | -1 | 1 | 7 | 28 | 8
Cc1nc2ncnn2c(N2CCC(C(=O)NCC3CCCO3)CC2)c1Cc1ccccc1 (stereo unspecified) | -5 | 1 | -0.3 | 0.3 | -26 | -2 | 1 | 0 | 0 | 22 | -7
CCOC(=O)c1c(NC(=O)c2cc(C(C)C)on2)sc(C(C)=O)c1C | -5 | -2 | 0.1 | 0.1 | -9 | 0 | 5 | -2 | -8 | 7 | -3
CCO[C@@H]1OC(C(=O)O)=C[C@H](C2CC2)[C@H]1CCCO | -5 | 0 | 5.8 | -0.1 | -29 | -5 | 0 | 3 | 2 | 3 | -2
O=C1NC(c2cccs2)Nc2sc3c(c21)CCCC3 (stereo unspecified) | -7 | 3 | 1.2 | 0.1 | -88 | -2 | -3 | 0 | -215 | -171 | -38
O=S(=O)(Cc1ccc(Cl)cc1)CC(O)COCc1ccccc1 (stereo unspecified) | -8 | 5 | 8.2 | -0.1 | -9 | -2 | 5 | 1 | 18 | 5 | 0
CCCCCCCCCCCCC(NC(C)=O)(C(=O)OCC)C(=O)OCC | -19 | . | -0.2 | 0.0 | 34 | -2 | 0 | 3 | 16 | 6 | 6
CC(C)CC(=O)Nc1ncc([N+](=O)[O-])s1 | -13 | -4 | -0.8 | 0.0 | -18 | -5 | 2 | 1 | -33 | 17 | -5
NC(=O)C1CCCN1 (stereo unspecified) | -5 | 1 | 2.5 | 0.4 | -8 | -3 | -6 | -2 | 17 | 5 | -13
COc1cccc2c3c(c(C)nc12)CCN3c1ccccc1 | 3 | 0 | -0.8 | 1.6 | 10 | 1 | -1 | 2 | 17 | 14 | 2
COc1ccc(NS(=O)(=O)c2c(C)[nH]c(=O)[nH]c2=O)cc1OC | -17 | 9 | -0.6 | -0.1 | -4 | -2 | -3 | -3 | 19 | 10 | 5

More records:
SMILES | CaV13 ICDI inh | Vif inh | iPSC survival up | aDG glyco up | NR2E3 ag-1 | Granule exo inh | PDI turbidity | NR2E3 ag-2 | HIF-2a inh | Peg3 promoter | MITF TRPM1 inh
O=C(NC1CC1)C1CCN(C2CCN(C(=O)CC3=CCCCC3)CC2)CC1 | -5 | -7 | 0.1 | 0.3 | -8 | -2 | 3 | 5 | 5 | 16 | 12
Cc1ccc(S(=O)(=O)Nc2cc(=O)[nH]c(SCC(=O)Nc3ccccc3C(F)(F)F)n2)cc1 | -4 | 15 | -0.4 | 0.0 | -8 | -5 | 24 | 5 | 14 | 3 | 4
CC(=O)c1cccc(NC(=O)C2CCCN(S(=O)(=O)c3cccc4nonc34)C2)c1 (stereo unspecified) | -4 | 6 | -0.3 | 0.1 | -17 | 4 | -8 | 3 | 18 | 25 | -8
CCOC(=O)C1=C(COC(=O)/C=C/c2cccc(F)c2)NC(=O)NC1C (stereo unspecified) | -9 | 16 | 0.2 | 0.1 | -18 | 3 | -52 | . | -3 | -10 | -16
COc1ccc(C(=O)NCC(=O)OCC(=O)N(C)c2ccccc2)cc1 | -4 | 5 | 0.0 | 0.0 | 7 | -1 | -1 | -4 | 1 | 8 | -6
COc1cc(C(=O)OC(C)CN2CCN(C)CC2)cc(OC)c1OC (stereo unspecified) | -2 | 6 | -0.1 | 0.0 | -16 | -1 | 2 | 3 | 5 | 10 | -6
CC1CCN(C(=O)c2cc3ccccc3o2)CC1 | . | 11 | -0.4 | -0.2 | -82 | 4 | 9 | 2 | -224 | -205 | -71
Cc1[nH]c2ccccc2c1/C=N/NC(=O)c1cc(-c2ccncc2)nc2ccccc12 | -5 | 16 | 0.6 | -0.4 | -17 | 2 | 7 | -3 | 14 | 23 | 37
COc1cccc(OCc2cc(C(=O)N(C)CCC3CCCCO3)no2)c1 (stereo unspecified) | -12 | -3 | -0.2 | -0.3 | -53 | 0 | -1 | 3 | -169 | -115 | -29
Cc1cccc(OCCCn2c(CCNC(=O)C(C)C)nc3ccccc32)c1 | . | -9 | -2.0 | 0.0 | -6 | -1 | 0 | 1 | -21 | -20 | -6
O=Cc1ccc([B-](F)(F)F)s1 | -6 | -5 | 2.6 | 0.0 | -40 | -8 | 1 | . | -1 | 2 | 1
O=C(CCN1C(=O)c2cccc3cccc(c23)C1=O)NCc1ccco1 | 1 | -7 | 2.5 | 0.0 | -12 | -2 | 11 | 3 | -8 | 5 | -4
COCCNC(=O)CCc1nc2cccnc2n1Cc1ccc(OC)cc1 | -4 | -15 | -0.4 | 0.0 | -31 | -9 | 4 | . | 4 | -18 | 6
COc1ccc(/C=N/NC(=O)c2[nH]c3ccc(Br)cc3c2-c2ccccc2)cc1 | -5 | 0 | -3.1 | -0.3 | 44 | 1 | 1 | 5 | 26 | -10 | 68*
Cc1nnc(SCC(=O)NC(=O)Nc2ccc3c(c2)OCCO3)n1N | -1 | -3 | 1.2 | -0.1 | -41 | -1 | 6 | 2 | -149 | -128 | -38
NC(=S)N/N=C/c1coc2cc(Br)ccc2c1=O | 1 | -16 | 1.1 | 0.9 | -20 | -9 | 4 | 4 | 5 | -32 | -1
Cn1c(N/N=C/c2c[nH]c3ccccc23)nc2ccccc21 | -5 | 2 | -7.1 | 3.5 | -36 | 10 | 4 | -2 | -184 | -174 | -39
Cc1ccc(C(=O)OCC(=O)Nc2cc(C(C)(C)C)no2)c(C)c1 | -4 | -4 | 0.3 | -0.3 | 12 | 1 | 9 | 0 | 3 | 24 | -4

Four of the compounds above, with each value named.
> CCOC(=O)C1=C(COC(=O)/C=C/c2cccc(F)c2)NC(=O)NC1C (stereo unspecified)
  CaV13 ICDI inh: -9; Vif inh: 16; iPSC survival up: 0.2; aDG glyco up: 0.1; NR2E3 ag-1: -18; Granule exo inh: 3; PDI turbidity: -52; NR2E3 ag-2: .; HIF-2a inh: -3; Peg3 promoter: -10; MITF TRPM1 inh: -16
> COc1ccc(C(=O)NCC(=O)OCC(=O)N(C)c2ccccc2)cc1
  CaV13 ICDI inh: -4; Vif inh: 5; iPSC survival up: 0.0; aDG glyco up: 0.0; NR2E3 ag-1: 7; Granule exo inh: -1; PDI turbidity: -1; NR2E3 ag-2: -4; HIF-2a inh: 1; Peg3 promoter: 8; MITF TRPM1 inh: -6
> COc1cc(C(=O)OC(C)CN2CCN(C)CC2)cc(OC)c1OC (stereo unspecified)
  CaV13 ICDI inh: -2; Vif inh: 6; iPSC survival up: -0.1; aDG glyco up: 0.0; NR2E3 ag-1: -16; Granule exo inh: -1; PDI turbidity: 2; NR2E3 ag-2: 3; HIF-2a inh: 5; Peg3 promoter: 10; MITF TRPM1 inh: -6
> CC1CCN(C(=O)c2cc3ccccc3o2)CC1
  CaV13 ICDI inh: .; Vif inh: 11; iPSC survival up: -0.4; aDG glyco up: -0.2; NR2E3 ag-1: -82; Granule exo inh: 4; PDI turbidity: 9; NR2E3 ag-2: 2; HIF-2a inh: -224; Peg3 promoter: -205; MITF TRPM1 inh: -71

Quoted at random: two compounds from above, in no set order.
SMILES | CaV13 ICDI inh | Vif inh | iPSC survival up | aDG glyco up | NR2E3 ag-1 | Granule exo inh | PDI turbidity | NR2E3 ag-2 | HIF-2a inh | Peg3 promoter | MITF TRPM1 inh
COc1cc(C(=O)OC(C)CN2CCN(C)CC2)cc(OC)c1OC (stereo unspecified) | -2 | 6 | -0.1 | 0.0 | -16 | -1 | 2 | 3 | 5 | 10 | -6
O=[N+]([O-])c1ccc2oc(/C=C/c3ccc(O)cc3)nc2c1 | -5 | 19 | -0.9 | 0.3 | -108 | 0 | 5 | . | -330 | -294 | .
